From PubChem BioAssay
RAD52 anneal inh: blocks human RAD52 DNA annealing; P43351; recombinant RAD52 DNA annealing, FRET fluorescence; inhibition, % at 18.7 µM; 0.46% of 360,000 active; AID 651710;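 active means every replicate showing at least 50% inhibition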
ERAP1 inh: inhibitors of human ERAP1 aminopeptidase; inhibition, % at 10.7 µM; 0.15% of 340,000 active; recombinant ERAP1, Leu-AMC fluorescence, 60 min;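 active means mean replicate inhibition of at least 30%, or all replicates individually reaching that 30% level; inactive means mean below 30% and not every replicate reaching it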;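 further: 0% = neutral control wells and 100% = L-leucinethiol positive control wells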
miR122 inh: miR-122 inhibition in Huh7 cells; Huh7 miR-122 Renilla luciferase sensor, 48 h; neutral wells = 0, positive control = 100; activation (reporter increase), % at 12.5 µM; 0.3% of 340,000 active; AID 602342;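 active means mean replicate activation score at least 90 and every replicate individually at or above 90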;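 further: higher luciferase means less miR-122 activity so hits act as miR-122 inhibitors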
Cneo AK release: Cryptococcus neoformans lysis via adenylate kinase release | C. neoformans lysis, adenylate kinase release luminescence, 4 h; normalised: neutral wells 0, clomiphene wells 100 | 0.2% of 360,000 active | AID 651654 | lysis activity, % at 15 µM;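 active means mean lysis activity across replicates of at least 80%, whatever share of replicates individually reach that level; inactive means mean lysis activity below 80%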
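Material – Cryptococcus neoformans yeast cells · Quantity – 5 × 10^6 yeast cells/mL · Buffer or medium – YPD medium · Compound – single dose · Timing – 4 h static compound exposure, 37 °C, read 1 h post-reagent · Signal – adenylate kinase release luminescence · Read-out basis – lysis from increased AK signal · Benchmarks – Clomiphene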
PglD inh: PglD (C. jejuni) enzyme inhibition; purified PglD enzyme, DTNB colorimetric CoA detection; inhibition, % at 12.5 µM; 0.098% of 360,000 active; AID 602405; in the data active means inhibition above about 16%, passing the limit was not always enough; further: strong numbers were not always called active
RAD54 inh: blocks human RAD54 Holliday junction branch migration; Q92698; FAM/BHQ fluorescence; inhibition, % at 10.4 µM; 0.14% of 360,000 active;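 active means mean normalized replicate activity at least 40 and at least half of replicates scoring 40 or more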;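 further: 0% = median of neutral control wells and 100% = median of positive control wells; inhibitors cause a drop in the FAM fluorescence signal; in these data hits start at about 50%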
Target sequence (Q92698 whole entry, looked up): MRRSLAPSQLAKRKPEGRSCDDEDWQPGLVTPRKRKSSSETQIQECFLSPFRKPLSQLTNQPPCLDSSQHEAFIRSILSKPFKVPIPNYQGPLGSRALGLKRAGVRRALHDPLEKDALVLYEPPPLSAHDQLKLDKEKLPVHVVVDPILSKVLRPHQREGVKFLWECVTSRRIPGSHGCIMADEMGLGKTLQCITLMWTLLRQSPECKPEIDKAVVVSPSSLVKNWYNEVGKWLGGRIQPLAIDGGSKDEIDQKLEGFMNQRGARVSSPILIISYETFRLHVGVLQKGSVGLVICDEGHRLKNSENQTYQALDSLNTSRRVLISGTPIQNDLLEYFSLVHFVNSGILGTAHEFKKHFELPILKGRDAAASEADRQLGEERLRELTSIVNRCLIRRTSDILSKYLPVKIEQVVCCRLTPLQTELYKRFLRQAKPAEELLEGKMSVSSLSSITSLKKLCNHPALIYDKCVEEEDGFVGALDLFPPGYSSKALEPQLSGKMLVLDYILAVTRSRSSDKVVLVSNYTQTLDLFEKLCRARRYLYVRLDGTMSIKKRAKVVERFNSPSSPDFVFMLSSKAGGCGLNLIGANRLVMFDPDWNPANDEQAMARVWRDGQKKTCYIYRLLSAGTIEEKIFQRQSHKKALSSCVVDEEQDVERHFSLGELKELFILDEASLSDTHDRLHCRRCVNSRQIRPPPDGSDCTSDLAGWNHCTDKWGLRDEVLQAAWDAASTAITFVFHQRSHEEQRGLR
PGC1a acetyl inh: lowers PGC1a acetylation signal in U2OS cells | AlphaScreen anti-acetyl-lysine; with virally co-expressed GCN5 acetyltransferase | inhibition, % at 15.6 µM | 0.17% of 350,000 active;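 active means every replicate shows inhibition of at least 40%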;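 further: 0% = neutral control wells and 100% = positive control wells; some results beyond the cut were filed as inactive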
E-selectin induc: induces E-selectin expression in human endothelial cells; P16581; HUVEC E-selectin immunofluorescence imaging; normalized: neutral wells 0, TNF-alpha wells 100; activation, % at 7.58 µM; 0.37% of 260,000 active;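 active means mean E-selectin-positive cell signal at least 10% of the positive control, reached in at least 60% of replicates, without over 20% cell loss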;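 further: in these data hits start at about 27%; measured in HUVEC primary endothelial cells; signal is the percent of cells scored E-selectin positive by PE staining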
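System: HUVEC / Compound: single concentration / Signal: immunofluorescence imaging / Read-out: percent E-selectin-positive cells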
The depositor's hits bear a star; . = not tested or not shown; [ ] = dose if it differs, or a comment. Rows were taken by chance, and some 1.4% of all compounds hit somewhere here.

compound,E-selectin induc,RAD52 anneal inh,Cneo AK release,PGC1a acetyl inh,ERAP1 inh,RAD54 inh,PglD inh,miR122 inh
COc1ccc(Cl)cc1NC(=O)c1cnc2n(c1=O)CCS2,0.0,3,0,0,-1,-4,.,0
COC(CNC(=O)c1ccc2nc(-c3cccs3)c(-c3cccs3)nc2c1)OC,0.0,-18,0,.,3,-16,-9,-22
OC(CNCc1cccc(Br)c1)c1ccccc1 (stereo not given),0.1,-8,-1,8,-6,-3,1,-4
CC(C)C(NS(=O)(=O)c1cc(C(=O)O)ccc1Cl)C(=O)O (stereo not given),5.5,-21,0,.,-2,-1,-1,-2
COc1ccc2c3c(n(C)c2c1)[C@H](CO)NCC31CN(S(=O)(=O)c2ccccc2)C1,-0.4,-1,.,0,2,.,.,.
Cc1ccc(/C=C/C(=O)NCCc2cccc(Cl)c2)o1,.,-69,-2,-13,0,-6,3,8
CC1CCCN(S(=O)(=O)c2ccc(Cl)s2)C1 (stereo not given),0.1,-6,-5,-3,-4,8,26*,-1
CCOc1ccc2oc(C(=O)NCc3ccccc3CN3CCCC3)c(C)c2c1,.,-54,2,-2,0,0,2,-4
C[C@@H]1CN([C@H](C)CO)C(=O)CCCn2nncc2CO[C@@H]1CN(C)C(=O)c1ccc2ccn(C)c2c1,-0.3,2,0,9,-1,1,3,-2[16.7 µM]
Cc1ccccc1S(=O)(=O)NCC[C@H]1CC[C@H](NC(=O)C2CCOCC2)[C@H](CO)O1,0.1,3,-2,15,-1,-5,1,23[16.7 µM]

More structures follow.
compound,E-selectin induc,RAD52 anneal inh,Cneo AK release,PGC1a acetyl inh,ERAP1 inh,RAD54 inh,PglD inh,miR122 inh
CC(C)(C)SCCNC(=O)/C=C/c1ccccc1,2.8,-4,0,3,2,-3,-3,6
CCCC12CN3CC(CCC)(CN(C1)C3c1ccco1)C2=O (stereo not given),3.1,-8,0,-7,-1,-12,5,20
CN1CCc2c(n(CC(O)CN3C(=O)c4ccccc4S3(=O)=O)c3ccccc23)C1=O (stereo not given),.,.,1,-7,.,-3,2,-7
C[C@H](CO)N1C[C@H](C)[C@H](CN(C)C(=O)C2CC2)OCc2cn(nn2)CCCC1=O,0.5,-16,-16,0,2,9,-2,-2[16.7 µM]
COc1ccccc1-c1ccc2c(c1)O[C@H](CN(C)S(=O)(=O)c1ccc(C)cc1)[C@@H](C)CN([C@@H](C)CO)S2(=O)=O,0.0,2,-1,-18,1,5,3,8[16.7 µM]
CN(C)C(CNC(=O)c1cc(S(=O)(=O)N(C)Cc2ccccc2)ccc1Cl)c1ccco1 (stereo not given),-2.9,-5,-2,9,2,-5,1,-5
COc1ccc(/C=C/c2nc(S(=O)(=O)c3ccccc3)c(N(C)C)o2)cc1OC,.,-72,0,-8,4,4,1,-6
COC(=O)c1cn(C(=O)c2cc(C)cc(C)c2)c2ccccc12,.,-2,-1,8,2,-2,2,0
OC(CN1CCN(c2ccccc2)CC1)c1c[nH]c2ccccc12 (stereo not given),.,.,1,3,.,10,-1,-1
CCNC(=O)Nc1ccc(OC)cc1OC,.,-9,.,0,6,.,.,-5

Ordered by the number under PGC1a acetyl inh (high to low): some entries from above.
structure | PGC1a acetyl inh
OC(CN1CCN(c2ccccc2)CC1)c1c[nH]c2ccccc12 (stereo not given) | 3
CCNC(=O)Nc1ccc(OC)cc1OC | 0
CN1CCc2c(n(CC(O)CN3C(=O)c4ccccc4S3(=O)=O)c3ccccc23)C1=O (stereo not given) | -7

Carrying on:
compound,E-selectin induc,RAD52 anneal inh,Cneo AK release,PGC1a acetyl inh,ERAP1 inh,RAD54 inh,PglD inh,miR122 inh
O=C(O)CN1C(=O)/C(=C2\SC(=S)N(C(Cc3ccccc3)C(=O)O)C2=O)c2ccccc21 (stereo not given),2.3,-5,-2,5,10,6,-4,8
O=C(NCC[C@H]1CC[C@H](NC(=O)c2cnccn2)[C@H](CO)O1)c1ccc2c(c1)OCO2,-0.4,-26,-1,-1,-2,-2,2,.
COCC(=O)N(C)C[C@@H]1Oc2ncc(Br)cc2C(=O)N([C@@H](C)CO)C[C@@H]1C,0.0,.,.,0,.,-1,-5,-7[16.7 µM]
CCOC(=O)/C=C/C(=O)Nc1ccccc1C(=O)NC1CCCCC1,-2.9,-5,0,.,5,3,-4,4
CC1CC(C)CN(S(=O)(=O)c2cccc(C(=O)N3C(=O)c4cccc(N)c4C3=O)c2)C1 (stereo not given),.,-9,-1,2,-5,-9,2,-1
Oc1ccc(N=Nc2ccc3ccccc3c2)cc1,1.1,-5,-1,.,2,-5,0,.
CCOc1ccc(NS(=O)(=O)c2ccc(C(=O)NCC(c3ccco3)N(C)C)cc2)cc1 (stereo not given),.,-18,-1,3,-2,1,-4,5
C[C@H](CO)N1C[C@H](C)[C@H](CN(C)Cc2ccc(Oc3ccccc3)cc2)Oc2c(NC(=O)Nc3cccc4ccccc34)cccc2C1=O,-3.0,3,0,-12,0,6,-4,-7[16.7 µM]
Cc1c(N)cccc1-c1nc2ccccc2[nH]1,.,.,1,12,.,0,1,6

Laid out differently: results already given
Order of results: E-selectin induc | RAD52 anneal inh | Cneo AK release | PGC1a acetyl inh | ERAP1 inh | RAD54 inh | PglD inh | miR122 inh
- C[C@H](CO)N1C[C@H](C)[C@H](CN(C)C(=O)C2CC2)OCc2cn(nn2)CCCC1=O
    0.5 | -16 | -16 | 0 | 2 | 9 | -2 | -2[16.7 µM]
- COc1ccccc1-c1ccc2c(c1)O[C@H](CN(C)S(=O)(=O)c1ccc(C)cc1)[C@@H](C)CN([C@@H](C)CO)S2(=O)=O
    0.0 | 2 | -1 | -18 | 1 | 5 | 3 | 8[16.7 µM]
- CN(C)C(CNC(=O)c1cc(S(=O)(=O)N(C)Cc2ccccc2)ccc1Cl)c1ccco1 (stereo not given)
    -2.9 | -5 | -2 | 9 | 2 | -5 | 1 | -5
- COc1ccc(/C=C/c2nc(S(=O)(=O)c3ccccc3)c(N(C)C)o2)cc1OC
    . | -72 | 0 | -8 | 4 | 4 | 1 | -6
- COC(=O)c1cn(C(=O)c2cc(C)cc(C)c2)c2ccccc12
    . | -2 | -1 | 8 | 2 | -2 | 2 | 0
- OC(CN1CCN(c2ccccc2)CC1)c1c[nH]c2ccccc12 (stereo not given)
    . | . | 1 | 3 | . | 10 | -1 | -1
- CCNC(=O)Nc1ccc(OC)cc1OC
    . | -9 | . | 0 | 6 | . | . | -5
- O=C(O)CN1C(=O)/C(=C2\SC(=S)N(C(Cc3ccccc3)C(=O)O)C2=O)c2ccccc21 (stereo not given)
    2.3 | -5 | -2 | 5 | 10 | 6 | -4 | 8
- O=C(NCC[C@H]1CC[C@H](NC(=O)c2cnccn2)[C@H](CO)O1)c1ccc2c(c1)OCO2
    -0.4 | -26 | -1 | -1 | -2 | -2 | 2 | .
- COCC(=O)N(C)C[C@@H]1Oc2ncc(Br)cc2C(=O)N([C@@H](C)CO)C[C@@H]1C
    0.0 | . | . | 0 | . | -1 | -5 | -7[16.7 µM]
- CCOC(=O)/C=C/C(=O)Nc1ccccc1C(=O)NC1CCCCC1
    -2.9 | -5 | 0 | . | 5 | 3 | -4 | 4
- CC1CC(C)CN(S(=O)(=O)c2cccc(C(=O)N3C(=O)c4cccc(N)c4C3=O)c2)C1 (stereo not given)
    . | -9 | -1 | 2 | -5 | -9 | 2 | -1
- Oc1ccc(N=Nc2ccc3ccccc3c2)cc1
    1.1 | -5 | -1 | . | 2 | -5 | 0 | .

Taken from above.
C[C@H](CO)N1C[C@H](C)[C@H](CN(C)Cc2ccc(Oc3ccccc3)cc2)Oc2c(NC(=O)Nc3cccc4ccccc34)cccc2C1=O in miR122 inh → -7[16.7 µM]
CC1CC(C)CN(S(=O)(=O)c2cccc(C(=O)N3C(=O)c4cccc(N)c4C3=O)c2)C1 (stereo not given) in miR122 inh → -1
